Screening data (PubChem)
ELG1 repair inh: qHTS screen for small molecules that inhibit ELG1-dependent DNA repair in human embryonic kidney (HEK293T) cells expressing luciferase-tagged ELG1; 330,000 tested, 2.3% active; Potency, µM (series often up to 46.1 µM), without a hit: at the highest dose activity change, negative = inhibition, most hits filed as inhibitors; HEK293T ELG1-luciferase reporter, luminescence, 16 h; DNA damage induced by 5-fluorouridine; also: potency is read from the fitted curve at half-maximal effect; % is scaled to controls: 0 for no effect and ±100 for the full control effect; nearly all actives have a fitted effect of over 55% in size
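Overnight (16 hr) co-exposure of 2,000 cells/well to 5-fluorouridine and compound at 37 °C preceded detection. Luciferase was quantified via ONE-Glo luminescence; loss of signal denotes inhibition.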
TSHR antagonist: Antagonists of the Thyroid Stimulating Hormone Receptor: HTS campaign; Thyrotropin receptor (Homo sapiens), P16473; TSHR-expressing cells, TSH-stimulated cAMP HTRF, 2 h; active compounds read low; activity change, negative = inhibition, % at 11.5 µM; 330,000 tested, 0.2% active;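 active = activity change below a set negative limit, meaning inhibition stronger than a set level, cut at about -70% in these data; inconclusive = activity change between two set negative limits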; also: % is scaled to controls: 0 for no effect and ±100 for the full control effect
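TSHR-expressing cells, 200/well, pre-treated with compound, then stimulated with EC80 TSH (4nM final) for 2 hours at 37 deg C. cAMP measured by competitive HTRF: anti-cAMP cryptate antibody in lysis buffer plus cAMP-d2, read after 30 minutes at room temperature.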
TSG101-PTAP inh: qHTS Assay for Iinhibitors of HIV-1 Budding by Blocking the Interaction of PTAP/TSG101; Fluorescence polarization, FITC-PTAP peptide / Tsg101 binding; 340,000 tested, under 10 active; Tumor susceptibility gene 101 protein (Homo sapiens), Q99816; AID 493005, 2010; Potency, µM (highest dose often 115 µM), without a hit: at the highest dose activity change, negative = inhibition, hits mostly inhibitors; active = well fitted inhibition curve with a large enough effect in the main read-out, with a control signal flat, not every such curve was filed as active; inconclusive = small, poorly fitted or top-dose-only effect, or effect the other way, or a change in a side signal; inactive = no such curve, though single readings can be large or run the other way; also: potency is read from the fitted curve at half-maximal effect; % of control where 0% means no effect
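FP read-out: FITC-PTAP peptide, 50 nM final, binding Tsg101 binding domain, 10 uM final; 20 min, r.t.; 10 mM HEPES pH 7.5, 0.15 M NaCl, 0.01% Tween 20, 3 mM EDTA, 0.1 mM TCEP.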
USP2a block: qHTS Assay for Inhibitors of Ubiquitin-specific Protease USP2a Using CHOP2 as the Reporter. Ubiquitin carboxyl-terminal hydrolase 2 (Homo sapiens), O75604. USP2 core, Ub-CHOP2 coupled fluorogenic reporter, 485/531. 330,000 tested, 0.01% active. Potency, µM (series often up to 38.3 µM), inactives show at the highest dose activity change, negative = inhibition, hits mostly inhibitors;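 also: potency is read from the fitted curve at half-maximal effect; plate controls were DMSO wells for no effect and full inhibition by NEM control for full effect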
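USP2 core (10nM final) preincubated 30min RT with compound in 20mM Tris-HCl pH 8.0, 2mM CaCl2, 2mM beta-mercaptoethanol, 0.05% CHAPS; 25nM Ub-CHOP2 plus 25nM reporter substrate added, fluorescence (Ex485/Em531) read after 60min.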
Tb PFK block: qHTS Assay to Find Inhibitors of T. brucei phosphofructokinase. ATP-dependent 6-phosphofructokinase (Trypanosoma brucei brucei), O15648. T. brucei PFK, ADP-Glo luminescence. Potency, µM (titrated, usually from 57.5 µM), inactives show top-dose activity, negative = inhibition, usual class: inhibitors. 330,000 tested, 0.17% active. AID 485367, 2010;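 also: potency is read from the fitted curve at half-maximal effect; 0% = uninhibited 1x PFK enzyme wells and -100% = no-enzyme wells; nearly all actives have a fitted effect of over 60% in size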
Target sequence (O15648 whole entry, looked up): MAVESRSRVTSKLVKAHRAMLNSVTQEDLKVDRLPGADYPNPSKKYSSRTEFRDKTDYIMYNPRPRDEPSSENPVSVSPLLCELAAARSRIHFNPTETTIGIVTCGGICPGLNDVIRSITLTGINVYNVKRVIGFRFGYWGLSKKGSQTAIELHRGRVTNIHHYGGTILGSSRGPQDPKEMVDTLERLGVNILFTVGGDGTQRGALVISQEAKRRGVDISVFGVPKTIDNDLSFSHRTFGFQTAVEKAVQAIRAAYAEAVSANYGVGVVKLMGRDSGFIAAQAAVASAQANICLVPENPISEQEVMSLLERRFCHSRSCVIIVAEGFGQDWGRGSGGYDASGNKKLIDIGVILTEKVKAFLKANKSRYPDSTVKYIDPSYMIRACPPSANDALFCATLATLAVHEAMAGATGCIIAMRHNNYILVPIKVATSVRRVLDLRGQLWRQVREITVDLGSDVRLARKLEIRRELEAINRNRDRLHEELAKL
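In TEA buffer at pH 8.0 with 5 mM MgCl2, enzyme (1.25 nM) converted F6P (0.5 mM) and ATP (0.1 mM) for 45 min at room temperature. ADP product was read by luciferase luminescence.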
B2AR arrestin: qHTS assay of beta-arrestin-biased ligands of beta2-adrenergic receptor; AID 492947, 2010; Beta-2 adrenergic receptor (Homo sapiens), P07550; 330,000 tested, 0.02% active; beta-arrestin recruitment to beta2AR, cell-based reporter; Potency, µM (top dose mostly 46.1 µM), inactives show at the highest dose activation, hits mostly activators;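 also: potency is read from the fitted curve at half-maximal effect; 0% = DMSO controls and full agonism = EC100 isoproterenol or metaproterenol; nearly all actives have a fitted effect of over 65% in size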
Mito fusion act: qHTS Assay for Small Molecule Inhibitors of Mitochondrial Division or Activators of Mitochondrial Fusion; S. cerevisiae fusion-defective mutant growth rescue, CellTiterGlo 48 h; Potency, µM (titrated, usually from 46.1 µM), for the others: top-dose growth rescue (activation), actives largely listed as activators; 320,000 tested, 0.23% active; AID 485298, 2010;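 also: potency is read from the fitted curve at half-maximal effect; % of control where 0% means no effect; nearly all actives have a fitted effect of over 45% in size; temperature-sensitive fusion mutants such as fzo1-1 at 37 °C on non-fermentable ethanol glycerol medium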
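Temperature-sensitive fusion-defective S. cerevisiae (e.g. fzo1-1, mgm1-5) were grown with compound in YPEG medium (3% ethanol, 3% glycerol) for 48 hours at 37C. Growth rescue was measured as viability by CellTiterGlo luminescence after 10 minutes at ambient.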
TCR act: Activators of T cell receptors: qHTS campaign | primary human leukocytes, anti-CD3, IL-2 HTRF, 48 h | Potency, µM (titrated, usually from 9.22 µM), inactives show at the top dose activation of IL-2 secretion, most hits filed as activators | 330,000 tested, under 10 active; also: % of control where 0% means no effect
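48 hr co-incubation of compounds, a-CD3 beads and primary human leukocytes; IL-2 quantified homogeneously by HTRF with anti-IL-2 K and d2 conjugates.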
Eya2 phos inh: qHTS Assay for Inhibitors of the Phosphatase Activity of Eya2. recombinant Eya2, OMFP fluorescence dephosphorylation (OMFP is methylfluorescein phosphate). Potency, µM (titrated, usually from 76.9 µM), without a hit: at the highest dose activity, negative = inhibition, usual class: inhibitors. AID 488837, 2010. Protein phosphatase EYA2 (Homo sapiens), O00167. 330,000 tested, 0.006% active; also: potency is read from the fitted curve at half-maximal effect; % is scaled to controls: 0 for no effect and ±100 for the full control effect
Target sequence (O00167 whole entry, looked up): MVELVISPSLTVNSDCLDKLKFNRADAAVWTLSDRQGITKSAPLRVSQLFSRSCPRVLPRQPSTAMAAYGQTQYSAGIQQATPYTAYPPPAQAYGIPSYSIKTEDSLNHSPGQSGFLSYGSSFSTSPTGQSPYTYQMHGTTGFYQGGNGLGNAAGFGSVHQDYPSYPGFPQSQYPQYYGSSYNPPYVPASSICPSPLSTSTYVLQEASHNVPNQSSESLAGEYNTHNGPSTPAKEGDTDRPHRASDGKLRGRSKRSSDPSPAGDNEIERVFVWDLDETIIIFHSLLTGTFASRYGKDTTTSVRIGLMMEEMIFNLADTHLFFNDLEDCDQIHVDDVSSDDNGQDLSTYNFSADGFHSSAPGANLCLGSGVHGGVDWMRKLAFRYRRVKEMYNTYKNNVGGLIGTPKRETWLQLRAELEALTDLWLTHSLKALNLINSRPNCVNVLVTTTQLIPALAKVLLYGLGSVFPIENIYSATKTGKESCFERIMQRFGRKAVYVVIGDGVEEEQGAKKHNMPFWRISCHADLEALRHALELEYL
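Eya2 (0.2 uM) preincubated 10 min at ambient with compound, then OMFP substrate added at 50 uM; 10 min reaction in 50 mM HEPES pH 7.5, 50 mM NaCl, 5 uM MgCl2, 0.05% BSA, 1 mM DTT. Fluorescence read at Ex 485/Em 525 nm.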
uPA generation: qHTS for Inhibitors of Cell Surface uPA Generation; cell surface uPA generation assay, qHTS; Potency, µM (highest dose often 38.3 µM), for inactives: at the top dose activity change, negative = inhibition, usual class: inhibitors; 330,000 tested, 0.31% active; active = well fitted inhibition curve with a large enough effect; inconclusive = small, poorly fitted or top-dose-only effect; inactive = no such curve, though single readings can be large or run the other way; tested in mouse RAW 264.7 cells; also: potency is read from the fitted curve at half-maximal effect; % is scaled to controls: 0 for no effect and ±100 for the full control effect; nearly all actives have a fitted effect of over 55% in size
Chronic BCR inh: qHTS Assay to Find Inhibitors of Chronic Active B-Cell Receptor Signaling | ABC-DLBCL IkBa-CBG/CBR reporter, luminescence ratio, 4 h | Potency, µM (titrated, usually from 46.1 µM), for inactives: at the highest dose ratio change, negative = lower green/red ratio, actives largely listed as inhibitors | 340,000 tested, 0.05% active | AID 493014, 2011; active = well fitted inhibition curve with a large enough effect in the signal ratio, with a control signal flat, not every such curve was filed as active; inconclusive = small, poorly fitted or top-dose-only effect, or effect the other way, or a change in a side signal; the % refers to the signal ratio;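 also: potency is read from the fitted curve at half-maximal effect; plate controls were basal doxycycline-induced cells for no effect and cells given 10 µM MG132 for full effect; MG132 reads +100%, hits lower the ratio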
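Compounds up to 46 uM were incubated four hours with TMD8 cells whose green CBG68 luciferase is fused to IkappaBalpha; red CBR luminescence normalised the signal, and concentration-effect curves were fitted to fusion, red and ratio data.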
The depositor's hits bear a star; ? = inconclusive; · = not tested or not shown; [ ] = remark or other dose. Unless noted, calls follow the shape of the dose curve; as a rule, active = well fitted curve in the direction sought with a large enough effect; inconclusive = small, poorly fitted or top-dose-only effect, or another doubt; inactive = no such curve, though single readings can be large; an effect the other way counts as inactive or inconclusive. An unsorted share of the library. Share with any hit: about 3%.

SMILES	ELG1 repair inh	TSHR antagonist	TSG101-PTAP inh	USP2a block	Tb PFK block	B2AR arrestin	Mito fusion act	TCR act	Eya2 phos inh	uPA generation	Chronic BCR inh
CSc1ccc(C2Nc3ccccc3-c3cc(C)nn32)cc1 (configuration not stated)	12%	-1	25%	0%	1%	-0.4%	7%	1%	-3%	-2%	4%
Cc1nc2cc3nc(C)sc3cc2s1	?	-2	-3%	1%	-22%	0.2%	2%	-3%	6%	-6%	-2%
CC(C)[C@H](NC(=O)c1ccccc1Cl)C(=O)OCC(=O)Nc1ccc(S(=O)(=O)N2CCOCC2)cc1	1%	-9	-3%	1%	1%	4.4%	·	3%	4%	0%	-4%
Cc1ccc(NC(=S)NCCSc2ccc(Cl)cc2)cc1	-22%	3	2%	-3%	-1%	2.8%	9%	-1%	7%	4%	-8%
COc1cccc(C(=O)Nc2ccc(S(=O)(=O)NCc3ccco3)cc2)c1	?	0	-3%	0%	-5%	-0.1%	0%	5%	7%	1%	-5%
COc1ccc(C2CC(c3ccc(C)cc3)=NN2C(=O)c2ccccc2)cc1 (configuration not stated)	-11%	5	3%	0%	0%	-0.3%	-16%	11%	10%	21%	1%
CCCCn1c(N)c(N(CC)C(=O)CSc2nnnn2-c2cc(C)ccc2C)c(=O)[nH]c1=O	?	-3	-2%	0%	-4%	0.0%	0%	-12%	-26%	14%	-11%
O=C(O)CCCCCNC(=O)/C(=C\c1ccco1)NC(=O)c1ccco1	1%	-6	3%	1%	6%	-0.7%	4%	0%	9%	10%	-4%
CCOC(=O)c1ccc(-c2n[nH]c(=O)c3ccccc23)cc1	-26%	-2	0%	1%	2%	-0.3%	-1%	11%	-18%	24%	0%
CCn1nc(NC(=O)C(C)(C)C)c2cc3cccc(C)c3nc21	-12%	-2	-4%	-1%	2%	0.5%	32%	-6%	-5%	?	4%
CN(CC(=O)Nc1ccc(F)cc1Cl)Cc1cccs1	3%	8	-5%	-4%	5%	-0.1%	-2%	5%	1%	1%	?
COc1ccc(CCN2CCCC(CN(C)Cc3cc(Cl)c(O)c(OC)c3)C2)cc1 (configuration not stated)	-1%	26	-2%	0%	0%	0.2%	0%	·	-9%	-8%	-1%
COc1ccc(Nc2nc(C)cc(C)c2C#N)cc1OC	-14%	-5	0%	1%	0%	-0.6%	-1%	4%	6%	8%	5%
CCN(CC)S(=O)(=O)c1ccc(C(=O)N2CCN(C3=NS(=O)(=O)c4ccccc43)CC2)cc1	1%	-15	-6%	1%	0%	-0.5%	1%	-74%	-1%	9%	2%
Cc1[nH]c2c(C)cccc2c1CN1CCC(CO)(Cc2ccccc2)CC1	7%	14	-1%	2%	4%	0.1%	-1%	-3%	?	0%	?
COc1cccc(-c2nnc3sc(-c4ccccc4)nn23)c1	3%	-2	-8%	1%	2%	-0.1%	11%	0%	11%	1%	0%
N#Cc1ccc(C(=O)NNC(=O)c2ccncc2)cc1	-4%	0	-4%	1%	-1%	1.8%	2%	17%	-9%	5%	3%
COc1ccc(NC(=O)CNC(=O)c2ccc([N+](=O)[O-])cc2)cc1	-3%	22	-4%	0%	-5%	0.1%	-5%	-1%	12%	-3%	-5%
Nc1cc(Cl)ccc1C(=O)OCC(=O)NCc1cccs1	?	·	0%	5%	2%	-0.2%	·	-1%	7%	2%	?
CCOC(=O)/C(C#N)=C1\C(=O)N(Cc2ccccc2)c2ccccc21	?	4	1%	-6%	-3%	-0.1%	3%	10%	-12%	-3%	?
O=C(Cc1ccccc1)Nc1ccc(C(=O)Nc2ccc(O)cc2)cc1	-2%	-5	1%	0%	0%	-0.1%	1%	0%	0%	2%	4%
COC(=O)c1sc2ccccc2c1NC(=O)c1cccs1	?	1	-1%	-1%	-2%	-0.6%	17%	-4%	4%	-19%	20%
O=C(CSc1nc(-c2ccccc2F)nc2nc[nH]c12)Nc1c(Cl)cc(Cl)cc1Cl	11%	-6	·	0%	1%	0.0%	-2%	11%[46.1 µM]	-7%	·	2%
CCOc1ccc(CN(C)C(=O)c2cccnc2OCC)cc1OC	-7%	3	0%	-5%	1%	-0.5%	-5%	-1%	9%	-5%	-7%
CCOC(=O)C1=C(C)NC(=S)NC1c1ccc(OC(=O)c2ccco2)cc1 (configuration not stated)	19%	4	-2%	0%	0%	-0.1%	1%	-2%[46.1 µM]	0%	2%	-5%

Quoted at random: 6 records from the list.
SMILES	ELG1 repair inh	TSHR antagonist	TSG101-PTAP inh	USP2a block	Tb PFK block	B2AR arrestin	Mito fusion act	TCR act	Eya2 phos inh	uPA generation	Chronic BCR inh
CCN(CC)S(=O)(=O)c1ccc(C(=O)N2CCN(C3=NS(=O)(=O)c4ccccc43)CC2)cc1	1%	-15	-6%	1%	0%	-0.5%	1%	-74%	-1%	9%	2%
CCOC(=O)C1=C(C)NC(=S)NC1c1ccc(OC(=O)c2ccco2)cc1 (configuration not stated)	19%	4	-2%	0%	0%	-0.1%	1%	-2%[46.1 µM]	0%	2%	-5%
COc1cccc(-c2nnc3sc(-c4ccccc4)nn23)c1	3%	-2	-8%	1%	2%	-0.1%	11%	0%	11%	1%	0%
CCCCn1c(N)c(N(CC)C(=O)CSc2nnnn2-c2cc(C)ccc2C)c(=O)[nH]c1=O	?	-3	-2%	0%	-4%	0.0%	0%	-12%	-26%	14%	-11%
N#Cc1ccc(C(=O)NNC(=O)c2ccncc2)cc1	-4%	0	-4%	1%	-1%	1.8%	2%	17%	-9%	5%	3%
COc1ccc(Nc2nc(C)cc(C)c2C#N)cc1OC	-14%	-5	0%	1%	0%	-0.6%	-1%	4%	6%	8%	5%

Carrying on.
SMILES	ELG1 repair inh	TSHR antagonist	TSG101-PTAP inh	USP2a block	Tb PFK block	B2AR arrestin	Mito fusion act	TCR act	Eya2 phos inh	uPA generation	Chronic BCR inh
CCc1ccc(CN2CCC(Oc3ccc(C(=O)NCc4ccccn4)cc3)CC2)o1	0%	32	-4%	3%	1%	-0.8%	-2%	-8%	1%	-11%	6%
COCc1nnc(SCC(=O)NCc2ccccc2)n1-c1ccccc1	2%	·	-4%	0%	2%	-0.5%	3%	4%	-19%	2%	3%
Cc1ccc(/C=N/NC(=O)COc2ccccc2-c2ccccc2)cc1	5%	12	0%	-1%	2%	-0.6%	7%	-2%[46.1 µM]	-4%	-10%	?
CCCn1c(N)c(C(=O)CSc2nnc(-c3ccco3)n2Cc2ccccc2)c(=O)[nH]c1=O	15µM*	-4	-3%	0%	0%	0.3%	0%	11%	6%	13%	4%
CC(=O)c1ccc(S(=O)(=O)Oc2ccc(-c3ccc(C(=O)O)cc3)cc2)cc1	15%	-6	-3%	1%	7%	-0.3%	7%	-3%	9%	3%	?
CCCCCCOC(=O)Nc1ccc(S(=O)(=O)Nc2cccc([N+](=O)[O-])c2)cc1	-6%	-21	-1%	1%	-2%	0.2%	-2%	-7%[46.1 µM]	-14%	-12%	3%
